Rev-RRE block: HIV-1 Rev-RRE binding inhibitors, primary screen, biochemical, FRET, protein-RNA interaction. Rev peptide-RRE RNA binding. inhibition, % at 8 µM. hit rate 0.79% among 97,000. AID 704, 2007;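 active = inhibition above the screen-wide mean plus 3 SD, cut at about 35% in these data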;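 note: 0% = median DMSO wells and 100% = median Neomycin B control wells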
Target sequence (P05866 whole entry, looked up): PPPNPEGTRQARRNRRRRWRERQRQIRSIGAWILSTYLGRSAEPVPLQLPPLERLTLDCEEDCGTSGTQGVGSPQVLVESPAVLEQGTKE
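Material: labelled RRE RNA duplex and labelled Rev peptide / Buffer or medium: HEPES pH 7.5 salt buffer with EDTA / Compound dosing: single point, 8 µM final nominal compound concentration / Benchmarks: DMSO low control, neomycin B high control / Timing: 5 min preincubation and 15 min binding, 25 °C / Technique: FRET fluorescence readout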
CYP2C9 inh: blockers of cytochrome P450 2C9 activity – biochemical, luminescence, ADME assay, primary screen. P11712. CYP2C9 Supersomes, luciferin-H conversion. inhibition, % at 5 µM. hit rate 20% among 96,000. AID 777, 2007;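 active = blocking of liver enzyme CYP2C9 beyond about 50% at 5 µM, limit read from the data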; note: values of inactives mirror those of a sister screen read the other way
Calb biofilm kill: clotrimazole potentiators killing Candida biofilms, primary screen, with clotrimazole, Alamar Blue; C. albicans biofilm + clotrimazole; inhibition, % at 6 µM; hit rate 0.14% among 85,000;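 active = inhibition above 20%; inactive = inhibition below 20%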;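 note: preformed 24 hr biofilms exposed to compound for 48 hr; 0% = biofilm without compound and 100% = blank killed by clotrimazole plus chlorhexidine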
PLK1 PBD inh: Plk1 polo box domain binding inhibitors, primary screen, biochemical, fluorescence polarization; Plk1 PBD phosphopeptide binding; inhibition, %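 (tested at about 20 µM)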; Serine/threonine-protein kinase PLK1 (Homo sapiens), P53350; AID 693, 2007; hit rate 0.13% among 97,000; in the data active = inhibition above about 34%, passing the limit was not always enough
Target sequence (P53350 whole entry, looked up, the tested form may be a part): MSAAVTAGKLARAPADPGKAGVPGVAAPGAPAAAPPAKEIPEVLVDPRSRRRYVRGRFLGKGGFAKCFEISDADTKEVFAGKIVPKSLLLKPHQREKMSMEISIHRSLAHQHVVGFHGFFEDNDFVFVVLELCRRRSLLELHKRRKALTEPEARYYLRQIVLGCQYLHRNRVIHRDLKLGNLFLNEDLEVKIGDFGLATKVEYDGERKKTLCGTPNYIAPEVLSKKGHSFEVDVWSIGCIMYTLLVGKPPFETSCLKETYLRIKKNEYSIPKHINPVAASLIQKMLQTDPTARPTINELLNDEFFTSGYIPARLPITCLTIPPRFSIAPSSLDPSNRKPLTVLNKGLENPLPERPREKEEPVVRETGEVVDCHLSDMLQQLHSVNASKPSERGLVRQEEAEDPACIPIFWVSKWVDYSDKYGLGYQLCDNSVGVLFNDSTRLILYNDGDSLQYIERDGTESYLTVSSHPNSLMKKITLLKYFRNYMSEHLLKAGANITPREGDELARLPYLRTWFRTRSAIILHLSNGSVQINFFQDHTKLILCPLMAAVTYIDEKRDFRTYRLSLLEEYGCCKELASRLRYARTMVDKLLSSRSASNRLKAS
LYP inh 2: PTPN22 phosphatase inhibitors, primary screen, biochemical, DiFMUP fluorescence, 2 µM; AID 640, 2007; recombinant LYP catalytic domain; hit rate 0.21% among 96,000; inhibition, % at 2 µM;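 active = inhibition at 2 µM at or above a set limit, the screen mean plus 3 SD, cut at about 24% in these data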;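 note: 0% = DMSO with enzyme and 100% = enzyme fully blocked by orthovanadate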
EphB4 antag: EphB4-ephrin-B2 interaction antagonists, primary screen, biochemical, TNYL-RAW peptide probe, fluorescence polarization; EphB4 LBD / TNYL-RAW-Alexa532 peptide; inhibition, % at 7 µM; hit rate 0.15% among 97,000; AID 720, 2007;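 active = inhibition above the screen-wide mean inhibition plus 3 SD, cut at about 15% in these data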;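 note: 0% = DMSO wells and 100% = excess unlabeled TNYL-RAW peptide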
LYP act: LYP phosphatase activators, primary screen, biochemical, DiFMUP fluorescence, 2 µM | Tyrosine-protein phosphatase non-receptor type 22 (Homo sapiens), Q9Y2R2 | recombinant LYP; 0 = plate median, 100 = signal doubled | activation, % at 2 µM | hit rate 0.11% among 96,000 | AID 697, 2007;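 active = activation at 2 µM above a set limit, the mean plus 5 SD, cut at about 37% in these data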
PLK1 kinase inh: human PLK1 kinase inhibitors, primary screen, biochemical, TR-FRET; Serine/threonine-protein kinase PLK1 (Homo sapiens), P53350; hit rate 0.53% among 97,000; recombinant PLK1 kinase, TR-FRET peptide phosphorylation; inhibition, % at 10 µM;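 active = inhibition of 50% or more in the single-concentration screen; inactive = inhibition below 50%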;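 note: 0% = DMSO max control and 100% = H-89 dihydrochloride min control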
CYP2C9 activ: human CYP2C9 activators, primary screen, biochemical, luminescence. activation factor at 5 µM. AID 1024, 2008. recombinant CYP2C9, luciferin-H conversion; stronger effect = higher value; factor 1 = untreated enzyme, 0 = blocked. Cytochrome P450 2C9 (Homo sapiens), P11712. hit rate 1.4% among 96,000;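 active = activation factor of 2 or more for CYP2C9 at a 5 µM dose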;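 note: 0 = sulfaphenazole-blocked wells and 1 = vehicle-only wells; values of inactives mirror those of a sister screen read the other way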
Active calls of the source: *; x = not tested or not shown; [ ] = another dose, or the depositor's remark.

SMILES	Rev-RRE block	CYP2C9 inh	Calb biofilm kill	PLK1 PBD inh	LYP inh 2	EphB4 antag	LYP act	PLK1 kinase inh	CYP2C9 activ
CCN(CC)CCN1C(=O)C(=O)/C(=C(/O)c2ccc(OC)cc2)C1c1cccs1 (stereo not drawn)	3.0	-29.3	x	-21.4	11.6	2.7	-9.6	-11.0	1.3
Cc1ncc(CCl)c2c1OC(C)(C)OC2	6.7	x	5.8	0.4	-6.5	3.6	2.9	-11.3	x
CN1CCc2c(sc(/N=C/c3ccco3)c2C(N)=O)C1	21.6	-9.8	-3.3	-9.3	2.3	-7.8	-4.2	22.3	1.1
CC1CC(Nc2ccccc2N)=CC(=O)O1 (stereo not drawn)	3.5	-0.1	x	-5.5	-8.2	-2.2	11.4	-4.3	1
CN(C)C(=O)CSc1nnc(CCCCCNC(=O)OC(C)(C)C)o1	1.6	20.8	7.4	-17.1	-6.0	-1.1	2.4	-0.2	0.8
COc1ccc(CNC(=O)c2cnc(C)cn2)cc1	11.5	0.7	x	15.2	3.3	1.7	-0.8	-4.0	1
CC(NC(=O)N(Cc1ccccc1)Cc1ccc2c(c1)OCO2)(C(F)(F)F)C(F)(F)F	15.8	92.9*	-4.6	0.1	11.1	5.2	-7.9	-3.4	0.1
CCc1nc(SCC(=O)N2CC(=O)Nc3ccccc32)c2c(C)c(C)sc2n1	6.7	14.3	x	-30.0	6.7	-4.0	-4.2	-2.7	0.9
COc1ccc(NCc2nnc(SCC#N)n2-c2ccccc2OC)cc1	1.3	30.3	8.4	-27.1	3.8	0.0	-5.2	-11.9	0.7
CCC/C(O)=C1\C(=O)CCCC1=NC(C)C(=O)O (stereo not drawn)	5.4	-1.0	7.7	8.7	8.1	-4.3	-9.1	-8.0	1
Cc1ccccc1C(=O)NC1CCN(Cc2nnnn2C2CCCC2)CC1	1.7	x	4.0	17.1	-3.3	-12.1	-0.3	-6.2	x
CCCCCOc1ccc(C(=O)NCC2(c3ccccc3)CCOCC2)cc1	0.9	35.0	x	-19.7	-2.1	-0.9	6.2	-7.8	0.7
CCc1ccccc1NS(=O)(=O)c1ccc2[nH]cc(C(=O)NCc3ccco3)c(=O)c2c1	8.6	x	2.0	-6.6	1.5	2.4	-4.1	-7.2	x
CCSC1=C(C#N)C(c2cccc(Br)c2)CC(=O)N1 (stereo not drawn)	0.1	28.9	5.2	-17.0	9.1	-6.2	-8.5	-9.6	0.7
Cc1cc2ccccc2n1CCNC(=O)C1CCCC1	2.9	51.5*	3.3	21.1	-10.7	1.6	7.3	-18.4	0.5
Oc1oc(-c2ccccc2)nc1C=NCc1ccccc1	8.3	69.2*	2.1	1.5	-3.8	-4.5	6.0	2.5	0.3
COc1ccc2occ(C(C)=O)c2c1	7.5	3.2	5.8	-4.6	11.0	4.7	-10.5	-7.2	1
CCOC(=O)CSc1nnc(-c2cccnc2)n1Cc1ccccc1	5.2	18.7	1.8	-0.8	-2.9	3.1	3.5	-3.2	0.8
O=c1c2cccnc2[nH]c(=S)n1CCC1=CCCCC1	14.0	27.1	-1.8	11.0	9.9	-2.4	-10.7	-5.7	0.7
Cc1ccc(C(C)C)c(OCC(=O)c2c(O)c3ccccc3oc2=O)c1	7.5	x	x	-23.7	5.9	-3.4	-2.4	-17.8	x
Cc1ccc(C(=O)COC(=O)c2ccccc2N2C(=O)C3C4CCC(C4)C3C2=O)cc1C (stereo not drawn)	2.6	-1.1	x	28.2	3.8	0.9	-4.2	-1.5	1
C=CCn1c(SCC(O)Cn2c3ccccc3c3ccccc32)nnc1-c1ccco1 (stereo not drawn)	10.5	90.1*	0.8	0.3	0.3	6.6	-1.0	1.2	0.1
C/C(=C\C(=O)c1ccc(F)cc1)NCc1ccc2c(c1)OCO2	2.7	25.3	x	10.9	1.2	-7.6	3.6	3.5	0.7
CC(C)(C)CNC(CO)C12CC3CC(CC(C3)C1)C2 (stereo not drawn)	3.0	-10.3	7.3	-5.6	17.0	1.1	-14.9	11.2	1.1
CC(C)=C1C2CCC1C1C(=O)N(NC(=O)COc3ccc(C(C)(C)C)cc3)C(=O)C21 (stereo not drawn)	8.3	31.0	x	-3.6	12.4	0.1	-11.9	-10.4	0.7
Cc1cc(NCCCn2ccnc2)n2ncc(-c3ccccc3)c2n1	0.8	98.5*	-0.8	-7.6	-7.3	-3.8	6.3	-10.8	0
COc1ccc(NC(=O)c2c(C(F)(F)F)nn(C)c2SCc2ccccc2Cl)cc1	10.8	87.2*	x	23.7	x	0.3	x	8.8	0.1
COc1ccc(-n2cnnc2SCCC#N)cc1	3.8	17.2	2.0	-25.3	0.1	7.1	-4.6	-6.5	0.8
O=S(=O)(c1ccc(Cl)cc1)N1CCn2c1nc1ccccc12	-2.5	-4.0	4.5	2.0	0.9	-10.4	2.7	-7.2	1
CC(C)CNC(=O)COC(=O)c1ccc(Cl)c(S(N)(=O)=O)c1	12.3	-7.6	x	18.3	9.5	2.1	-6.8	-7.3	1.1
COc1ccccc1N1CCN(S(=O)(=O)c2cccc3nsnc23)CC1	6.5	12.1	8.5	-0.5	-10.6	-3.4	6.9	-4.1	0.9
CN(C)c1ccc(/C=C/c2nc3ccccc3s2)cc1	105.8*[fluorescence artefact?]	-16.9	x	-29.5	-0.7	-2.4	3.1	-14.7	1.2
CCCCCCCCC/C(=N\O)c1ccccn1	5.7	27.6	8.9	-1.9	28.3*	-4.3	-26.2	-7.3	0.7
O=C(Nc1nc(-c2ccc(S(=O)(=O)N3CCCCCC3)cc2)cs1)c1cccs1	3.4	53.0*	5.6	1.5	0.8	6.3	-5.9	-11.2	0.5
CCn1cc(C(=O)NCc2cccs2)c(=O)c2ccc(C)nc21	2.1	-3.0	7.7	-6.3	-27.1	-3.0	26.2	-13.1	1
COc1cc2c(cc1OC)C(C(C)C)=NC(C)(C)C2	3.0	x	4.8	-0.4	-11.7	-7.9	12.3	-16.0	x
CCOc1ccc(-c2nnc(-c3ccco3)o2)cc1	2.8	31.6	6.3	4.3	13.6	-0.6	-12.6	-4.5	0.7
Cc1cc(/C=C(\C#N)C(=O)NCc2cccs2)c(C)n1-c1ccc([N+](=O)[O-])cc1	-3.2	x	2.1	15.9	3.5	-1.5	-3.6	-5.9	x
Cc1ccc2oc(=O)c3cnn(CC(=O)NCCc4ccsc4)c3c2c1	7.4	14.5	-17.0	-0.1	-9.4	-0.8	6.3	-1.1	0.9
Cc1ccc2c(c1)C(=O)CCN2	6.9	-14.1	5.7	7.9	-5.5	-6.4	6.1	0.4	1.1
CC(C)CCNC(=O)NC(=O)CSc1nnc(-c2ccccc2F)n1N	7.0	53.6*	7.7	-9.9	-5.4	4.9	12.1	-1.0	0.5
CC1CCN(S(=O)(=O)c2ccc3c(c2)oc(=O)n3CC(=O)N2c3ccccc3CC2C)CC1 (stereo not drawn)	5.2	42.3	9.7	25.1	4.2	-7.7	-4.8	-0.8	0.6
O=C(C1CCCO1)N1CCN(c2ccc(F)cc2)CC1 (stereo not drawn)	4.2	x	3.6	-13.7	-1.3	7.1	0.5	-9.3	x
Nc1ccc(-n2nncc2-c2ccccc2)cc1	6.2	x	8.6	-5.9	1.3	0.4	-2.3	-5.5	x
Cc1ccc(S(=O)(=O)N2CCCC2c2nc3ccccc3s2)cc1 (stereo not drawn)	10.2	26.2	x	11.7	-9.9	3.4	11.6	-14.7	0.7

Record cards, as listed above. Order of screens: Rev-RRE block	CYP2C9 inh	Calb biofilm kill	PLK1 PBD inh	LYP inh 2	EphB4 antag	LYP act	PLK1 kinase inh	CYP2C9 activ
CCCCCCCCC/C(=N\O)c1ccccn1 as listed: 5.7	27.6	8.9	-1.9	28.3*	-4.3	-26.2	-7.3	0.7
Cc1cc(/C=C(\C#N)C(=O)NCc2cccs2)c(C)n1-c1ccc([N+](=O)[O-])cc1 as listed: -3.2	x	2.1	15.9	3.5	-1.5	-3.6	-5.9	x
CN(C)c1ccc(/C=C/c2nc3ccccc3s2)cc1 as listed: 105.8*[fluorescence artefact?]	-16.9	x	-29.5	-0.7	-2.4	3.1	-14.7	1.2
CC1CCN(S(=O)(=O)c2ccc3c(c2)oc(=O)n3CC(=O)N2c3ccccc3CC2C)CC1 (stereo not drawn) as listed: 5.2	42.3	9.7	25.1	4.2	-7.7	-4.8	-0.8	0.6

(list continues)
SMILES	Rev-RRE block	CYP2C9 inh	Calb biofilm kill	PLK1 PBD inh	LYP inh 2	EphB4 antag	LYP act	PLK1 kinase inh	CYP2C9 activ
COc1cccc(C(=O)N2CCN(Cc3ccccn3)CC2)c1OC	3.0	-7.6	x	-0.9	5.3	-8.3	-7.4	-5.4	1.1
CC(C)CC(=O)Nc1nc2c(c(=O)[nH]1)CCCC2	5.9	11.6	5.5	2.2	-8.3	-2.1	9.3	-8.3	0.9
Clc1ccc2c(c1)CNc1c(ncnc1N1CCOCC1)O2	0.5	55.7*	12.2	-4.7	-5.1	-7.8	2.2	-8.1	0.4
O=C(CSc1nnc(Cn2nnc(-c3ccccc3)n2)n1-c1ccccc1)Nc1ccccc1	6.3	29.0	-3.0	-0.6	-0.3	4.9	0.3	-1.6	0.7
CCOc1ccc2nc(NC(=O)CSc3ccccc3)sc2c1	3.6	35.5	6.0	-10.9	-7.7	1.5	8.7	-10.9	0.6
O=C(Nc1nnc(CC(c2ccccc2)c2ccccc2)s1)c1ccco1	5.0	21.8	5.6	11.0	4.9	-4.6	-7.2	-2.4	0.8
CCCCCCNC(=O)C(C#N)c1nc2ccccc2nc1N1CCOCC1 (stereo not drawn)	4.4	11.5	9.1	10.9	-0.2	-8.1	-1.0	-9.5	0.9
Cc1cccc(/C(N)=N/OC(=O)N2CCOCC2)c1	5.9	2.6	x	-2.9	1.9	-4.0	0.7	-12.2	1
CCCc1cc(=O)n2[nH]c(Cc3ccccc3)nc2n1	-1.4	26.6	5.9	-11.8	2.3	5.7	-3.1	-1.4	0.7
COc1ccc(CN(C2CCCC2)S(=O)(=O)c2ccc(-n3cnnn3)cc2)cc1OC	9.4	x	8.5	-10.6	-16.0	5.6	10.9	-9.0	x
CC(C)(C)n1nnnc1C(c1cccnc1)N1CCN(C(=O)c2ccco2)CC1 (stereo not drawn)	2.8	x	x	10.0	-2.5	-1.6	-0.7	-12.2	x
COc1ccc(OC)c(C(=O)CSc2nc3cccnc3n2C)c1	4.1	77.2*	1.5	37.9	-11.8	0.1	7.9	-9.8	0.2
COc1cc(-c2ccccc2)nc2ccccc12	7.4	x	10.6	10.6	-2.8	2.5	2.3	-15.0	x
Cc1noc(C)c1S(=O)(=O)N1CCC(C(=O)NC2CCCc3ccccc32)CC1 (stereo not drawn)	7.1	-33.6	-0.9	-1.5	6.4	1.1	-3.5	-13.9	1.3
Cc1cccc(-c2nc(CS(=O)CC(=O)N3CCCCC3)c(C)o2)c1 (stereo not drawn)	4.6	69.9*	3.8	-6.5	x	1.9	x	65.7*	0.3
Cc1cc(C)nc(SCc2nnc(SCC#N)n2-c2cccc(Cl)c2)n1	3.4	-20.6	6.4	0.5	-5.0	0.6	3.8	1.6	1.2
CCCC(=O)c1cc(F)c(N2CCOCC2)cc1C	0.0	42.8	5.4	-2.3	-4.9	-8.4	3.7	-12.7	0.6
O=C(c1ccccc1C(=O)N1CCN(c2ccc(F)cc2)CC1)N1CCN(c2ccc(F)cc2)CC1	14.9	87.8*	5.7	-13.7	0.5	-2.5	-1.1	-5.5	0.1

High-throughput results: PubChem BioAssay, several laboratories
